Screens as filed in PubChem BioAssay.
Fluorescein autfl: qHTS Assay for Spectroscopic Profiling in Fluorescein Spectral Region; Compound autofluorescence, 480/540 nm, fluorescein-equivalent; hits give high values; max fluorescein-equivalent concentration, M; 59,000 compounds, 0.91% hits; AID 593, 2007; in the data active = max fluorescein-equivalent concentration above about 10 nM; inconclusive = between about 1.1 nM and that limit
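Values reflect compound autofluorescence, normalized to fluorescein on the same plate and reported at each tested concentration. Conditions: 100 mM Tris pH 8.0, room temperature, 15 min, excitation 480 nm, emission 540 nm.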
Luciferase inh: qHTS Assay for Inhibitors of Firefly Luciferase; purified firefly luciferase, luminescence, 8 min; Luciferin 4-monooxygenase (Photinus pyralis), P08659; Potency, µM (top dose mostly 57.1 µM), for the others: at the top dose activity change, negative = inhibition, hits mostly inhibitors; 72,000 compounds, 2.2% hits; also: potency is read from the fitted curve at half-maximal effect; % is scaled to controls: 0 for no effect and ±100 for the full control effect; nearly all actives have a fitted effect of over 40% in size
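Luminescence read-out after 8 min at room temperature; enzyme reaction used luciferin plus 10 uM ATP (linear range) in imidazole buffer pH 7.2 with KCl, MgCl2, Tween 20 and BSA. Each sample was run as a titration.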
Caspase-7 inhib: qHTS Assay for Allosteric/Competitive Inhibitors of Caspase-7; P55210; recombinant caspase-7, Ac-DEVD-AFC fluorescence rate; Potency, µM (titrated, usually from 57.5 µM), for the others: at the highest dose activity change, negative = inhibition, hits mostly inhibitors; 75,000 compounds, 0.02% hits; active = well fitted inhibition curve with a large enough effect in the main read-out, with a control signal flat, not every such curve was filed as active; inconclusive = small, poorly fitted or top-dose-only effect, or a change in a side signal; also: potency is read from the fitted curve at half-maximal effect; % of control where 0% means no effect
Target sequence (P55210 24-198 limits assumed): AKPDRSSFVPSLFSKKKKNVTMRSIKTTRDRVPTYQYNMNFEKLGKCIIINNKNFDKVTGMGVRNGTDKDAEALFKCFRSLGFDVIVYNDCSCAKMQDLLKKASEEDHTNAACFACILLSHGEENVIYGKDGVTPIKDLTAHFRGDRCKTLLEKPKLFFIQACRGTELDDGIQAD
Target sequence (P55210 207-303 limits assumed): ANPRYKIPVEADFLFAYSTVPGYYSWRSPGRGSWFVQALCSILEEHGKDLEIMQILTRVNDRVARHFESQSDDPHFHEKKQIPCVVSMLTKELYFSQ
HADH2 inhib: qHTS Assay for Inhibitors of HADH2 (Hydroxyacyl-Coenzyme A Dehydrogenase, Type II); 3-hydroxyacyl-CoA dehydrogenase type-2 (Homo sapiens), Q99714; recombinant HADH2, NADH fluorescence, beta-hydroxybutyryl-CoA; Potency, µM (titrated, usually from 57.1 µM), for the others: at the highest dose activity change, negative = inhibition, usual class: inhibitors; 73,000 compounds, 3.4% hits; AID 886, 2007; also: potency is read from the fitted curve at half-maximal effect; % is scaled to controls: 0 for no effect and ±100 for the full control effect; nearly all actives have a fitted effect of over 60% in size; many of its hits are not listed in these tables
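His-tagged recombinant enzyme from E. coli, 20 nM, preincubated 15 min RT with compound; reaction started with 1 mM NAD+ and 90 uM beta-hydroxybutyryl-CoA in 100 mM Tris-HCl pH 9.0. NADH fluorescence (ex 360/em 450) read over 4 min; last-minus-first difference.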
Rhodamine fluor: qHTS Assay for Spectroscopic Profiling in Rhodamine Spectral Region | Rhodamine-region fluorescence, 547/598 nm, Tris buffer; hits give high values | max dye-equivalent concentration, M | 59,000 compounds, 0.05% hits | AID 594, 2007; in the data active = max dye-equivalent concentration above about 11 nM; inconclusive = between about 1.1 nM and that limit
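Compounds in 100 mM Tris buffer, pH 8.0, were incubated 15 min at room temperature, then read at 547 nm excitation and 598 nm emission. Fluorescence was normalized against a per-plate six-point rhodamine standard curve as dye-equivalent concentration.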
Tau fil binding: qHTS Assay for Tau Filament Binding; Microtubule-associated protein tau (Homo sapiens), P10636; recombinant tau filaments, thioflavin S fluorescence, 15 h; filaments grown with octadecylsulfate alongside compound; Potency, µM (titrated, usually from 57.1 µM), without a hit: top-dose activity change, negative = inhibition; 71,000 compounds, 2% hits; AID 596, 2007;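 also: potency is read from the fitted curve at half-maximal effect; % is scaled to controls: 0 for no effect and ±100 for the full control effect; actives lower thioflavin S fluorescence by blocking filaments or displacing dye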
Target sequence (P10636 whole entry, looked up): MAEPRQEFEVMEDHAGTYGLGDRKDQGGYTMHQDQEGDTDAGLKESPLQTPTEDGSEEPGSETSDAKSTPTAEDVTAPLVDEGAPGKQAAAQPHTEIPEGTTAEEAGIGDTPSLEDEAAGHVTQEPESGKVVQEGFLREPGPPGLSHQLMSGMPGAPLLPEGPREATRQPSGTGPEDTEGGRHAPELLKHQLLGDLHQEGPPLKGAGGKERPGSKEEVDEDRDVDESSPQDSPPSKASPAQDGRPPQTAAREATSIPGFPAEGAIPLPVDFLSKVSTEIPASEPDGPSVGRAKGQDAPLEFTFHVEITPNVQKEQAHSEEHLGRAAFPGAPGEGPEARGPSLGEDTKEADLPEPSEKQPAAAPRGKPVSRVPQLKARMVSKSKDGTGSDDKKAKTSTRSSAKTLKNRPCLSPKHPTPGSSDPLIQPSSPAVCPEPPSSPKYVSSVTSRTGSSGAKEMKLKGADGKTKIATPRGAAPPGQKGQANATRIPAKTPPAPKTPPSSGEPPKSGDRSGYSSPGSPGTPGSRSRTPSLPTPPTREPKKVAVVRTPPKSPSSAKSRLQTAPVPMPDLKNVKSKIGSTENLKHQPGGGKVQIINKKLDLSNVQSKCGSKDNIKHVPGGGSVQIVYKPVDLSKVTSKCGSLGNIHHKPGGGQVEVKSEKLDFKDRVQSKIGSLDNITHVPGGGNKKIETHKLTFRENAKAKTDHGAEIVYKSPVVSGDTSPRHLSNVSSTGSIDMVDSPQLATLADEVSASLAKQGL
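Tau 2 uM in ThS buffer dispensed; compound added; 60 uM ODS added (finals 1 uM tau, 30 uM ODS); 15 h 37 C; fluor ex450/em510.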
HEK293 cAMP ctrl: qHTS Assay for Agonists of the Thyroid Stimulating Hormone Receptor: Activators of Intracellular cAMP Concentrations in Parental HEK 293; parental HEK293 CNG cAMP sensor, membrane potential fluorescence; Potency, µM (titrated, usually from 57.1 µM), inactives show top-dose activation, usual class: activators; 73,000 compounds, 2.5% hits; also: potency is read from the fitted curve at half-maximal effect; % of control where 0% means no effect; nearly all actives have a fitted effect of over 55% in size
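Parental HEK 293 cells stably expressing a modified CNG channel (no TSHR) report cAMP rise as membrane depolarization. Membrane potential dye with 100 uM RO 20-1724 was loaded for 60 min at room temperature, then compound added for 30 min; fluorescence read at 590 nm.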
Casp1 inh: qHTS Assay for Allosteric/Competitive Inhibitors of Caspase-1; 75,000 compounds, 0.03% hits; Potency, µM (highest dose often 57.5 µM), inactives show top-dose activity change, negative = inhibition, most hits filed as inhibitors; P29466; Caspase-1 enzyme, Ac-WEHD-AFC fluorogenic rate;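 also: potency is read from the fitted curve at half-maximal effect; plate controls were vehicle for no effect and no substrate for full effect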
USP2a inhib: qHTS Assay for Inhibitors of Ubiquitin-specific Protease USP2a; USP2a enzymatic assay, qHTS inhibition; Potency, µM (doses to about 38.3 µM), for inactives: at the top dose activity change, negative = inhibition, actives largely listed as inhibitors; 60,000 compounds, 0.1% hits; AID 927, 2007;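 also: potency is read from the fitted curve at half-maximal effect; nearly all actives have a fitted effect of over 60% in size; plate controls were DMSO for no effect and NEM full inhibition control for full effect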
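20 nM USP2 core + cpd, 30 min RT; add 20 nM Ub-PLA2/20 uM NBD C6-HPC; read Ex460/Em535 at 0 h and 2.5 h. Normalized to NEM; qHTS curve fit/classification.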
TexasRed autofl: qHTS Assay for Spectroscopic Profiling in Texas Red Spectral Region. Compound fluorescence, Texas Red channel, 547/618 nm; hits give high values. AID 587, 2007. max dye-equivalent concentration, M. 59,000 compounds, 0.06% hits; in the data active = max dye-equivalent concentration above about 10 nM; inconclusive = between about 1.1 nM and that limit
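Compound fluorescence was read after 15 min at room temperature in 100 mM Tris, pH 8.0, using 547 nm excitation and 618 nm emission across a concentration series. It was expressed as Texas Red dye-equivalent concentration from an on-plate standard curve.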
ERK AVP inh: qHTS Assay for Inhibitors of the ERK Signaling Pathway using a Homogeneous Screening Assay. HEK293-V1b, vasopressin-stimulated pERK AlphaScreen. Potency, µM (series often up to 57.5 µM), for the others: top-dose activity, negative = inhibition, most hits filed as inhibitors. 72,000 compounds, 0.99% hits. AID 995, 2007; also: potency is read from the fitted curve at half-maximal effect; % is scaled to controls: 0 for no effect and ±100 for the full control effect; nearly all actives have a fitted effect of over 55% in size
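qHTS, compounds titrated on V1b-expressing HEK293 cells. Preincubation 30 min at 37C, vasopressin 25 nM for 5 min, lysis 10 min, bead incubation 5 hr at room temperature.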
The depositor's hits bear a star; i = inactive; u = inconclusive; x = not tested or not shown; [ ] = remark or other dose. Unless noted, calls follow the shape of the dose curve; as a rule, active = well fitted curve in the direction sought with a large enough effect; inconclusive = small, poorly fitted or top-dose-only effect, or another doubt; inactive = no such curve, though single readings can be large; an effect the other way counts as inactive or inconclusive.

SMILES	Fluorescein autfl	Luciferase inh	Caspase-7 inhib	HADH2 inhib	Rhodamine fluor	Tau fil binding	HEK293 cAMP ctrl	Casp1 inh	USP2a inhib	TexasRed autofl	ERK AVP inh
CCCCn1cnc2sc3c(c2c1=N)CCCC3	x	-1%	0%	-4%	x	6%	21%	0%	11%	x	-26%
O=C(Cn1cnc2c(nnn2Cc2ccc(F)cc2)c1=O)N1CCN(c2ccccc2)CC1	i	1%	0%	2%	i	5%	10%	1%	14%	u	-12%
CCOC(=O)c1ccccc1NC(=O)Cn1cnc2c1c(=O)n(C)c(=O)n2C	x	0%	3%	28%	x	-9%	0%	0%	2%	x	-16%
CC(=O)C(Sc1nc(-c2ccco2)nc2c1c(=O)n(C)c(=O)n2C)C(=O)N(C)C (configuration not stated)	i	2%	0%	-19%	i	4%	10%	-1%	1%	i	-3%
CCn1cc(C2=NC(C(C)C)CO2)c2ccccc21 (configuration not stated)	x	-2%	-2%	4%	x	-22%	19%	2%	x	x	-10%
CCCC(C(=O)NCc1ccc(OC)cc1)N(Cc1ccco1)C(=O)c1snc(C(N)=O)c1N (configuration not stated)	i	-1%	-5%	15%	i	-15%	u	-11%	19%	i	-19%
CSc1nsc(SC)c1C(=O)N1CCN(S(=O)(=O)c2ccc(C)cc2)C1C (configuration not stated)	u	3%	-2%	-5%	i	-10%	u	-2%	14%	i	30%
COCCN(CCOC)S(=O)(=O)c1ccc(C(=O)NCCCN2CCOCC2)cc1	u	2%	0%	1%	i	-1%	3%	1%	-3%	i	-2%
CCn1cc(C(=O)O)c(=O)c2cnc(N3CCN(C(=O)Nc4cccc5ccccc45)CC3)nc21	i	4%	0%	-8%	i	9%	4%	-1%	10%	i	0%
Cn1c(=O)c2c(nc(CN3CCC(C(N)=O)CC3)n2Cc2c(Cl)cccc2Cl)n(C)c1=O	u	0%	-2%	-4%	i	1%	-8%	-1%	9%	i	-2%
Cn1cccc1C(=O)N1CCC[C@@]2(CCN(Cc3ccccc3)C2)C1	u	-4%[11.4 µM]	0%	-1%	i	10%	21%	0%	25%	i	7%
Cc1cc(C)cc(Nc2ccc(C(=O)O)cc2N)c1	i	2%	-6%	u	i	-19%	7%	-7%	-5%	i	15%
Fc1ccccc1CSc1nnnn1-c1ccc2c(c1)OCO2	i	0%	-2%	-3%	i	-4%	u	-3%	-3%	i	-11%
COc1ccc(-c2nnc(SCC(=O)N3CCOCC3)o2)cc1OC	x	1%	-1%	2%	x	8%	1%	-3%	x	x	-20%
Cc1cccc(NC(=O)c2cc(NC(=O)c3ccco3)ccc2N2CCCCC2)c1	i	1%	2%	u	i	-1%	25%	-2%	13%	i	-7%
C[C@@H]1C(=O)O[C@H]2[C@@H](O)[C@@]34[C@H]5C[C@H](C(C)(C)C)[C@@]36[C@H](OC(=O)[C@@H]6O)O[C@@]4(C(=O)O5)[C@@]12O	i	0%[11.4 µM]	x	11%	i	u	6%	x	x	i	x
CCOC(=O)c1cc2sccc2n1CC(=O)Nc1ccc2c(c1)OCCO2	i	-2%	-1%	7%	i	71%	29%	-5%	20%	i	22%
Cc1c(Cl)cccc1NC(=O)NC1CCCCC1	u	1%	-1%	8%	i	7%	27%	0%	3%	i	-6%
COCCNC(=O)[C@H](C)/C=C/C(NC(=O)OCc1ccccc1)c1ccc(C(=O)OC)cc1 (some centres not stated)	x	x	0%	-3%	x	3%	21%	-1%	x	x	6%
CC1CCCCN1Cc1nc2c(c(=O)n(C)c(=O)n2C)n1CCc1ccccc1 (configuration not stated)	i	-2%	0%	-10%	i	7%	u	-1%	-10%	i	-4%
COc1ccccc1CNC(=O)CCN1C(=O)COc2ccc(C)cc21	i	0%	-1%	1%	i	-3%	u	-4%	7%	i	22%
Cc1ccc(-c2noc(CCC(=O)NC3CCCc4ccccc43)n2)cc1 (configuration not stated)	i	4%	-2%	4%	i	25%	32µM*	-1%	8%	i	11%
COC(=O)[C@@]1(Cc2ccccc2)[C@H]2c3cc(C(=O)N(C)C)n(Cc4ccc(OC)c(OC)c4)c3C[C@H]2CN1C(=O)c1ccccc1	x	x	-7%	10%	x	28%	u	-1%	x	x	13%
O=S(=O)(NCc1ccncc1)c1ccc(Br)s1	u	2%	0%	6%	i	-6%	25%	-2%	0%	i	-10%
COc1ccccc1CNCc1cccs1	i	3%	-1%	2%	i	-5%	11%	2%	-4%	i	1%
CC(=O)C[C@H](O)[C@@H](NC(=O)OC(C)(C)C)C(C)C	x	2%[11.4 µM]	1%[11.5 µM]	-4%[11.4 µM]	x	x	18%[11.4 µM]	0%[11.5 µM]	x	x	11%[11.5 µM]
Cc1cc(C)c2cc(CN(CC3CCCO3)S(=O)(=O)c3ccc4c(c3)OCCO4)c(=O)[nH]c2c1 (configuration not stated)	i	5%	-4%	i	i	21%	u	-4%	33%[activator]	i	-7%
COc1ccc2[nH]c(=O)c(CN(CCO)S(=O)(=O)c3ccc4c(c3)OCCO4)cc2c1	i	3%	0%	28%	i	-6%	4%	-1%	x	i	-17%
CCc1ccc(Nc2oc(C)cc(=O)c2C(C)=O)cc1	i	-6%	1%	2%	i	7%	10%	-3%	-2%	i	6%
CC(C)OC(=O)CSc1nnc(-c2ccc(C(C)(C)C)cc2)n1N	i	7%	-1%	3%	i	5%	6%	-3%	0%	i	-6%
Cc1c(Br)cc(C(=O)NCc2ccco2)c(C)c1C	i	2%	-5%	u	i	9%	u	-2%	32%[activator]	i	-28%
Cn1c(CCN2CCN(c3ccc(F)cc3)CC2)nc2cc(NC(=O)c3ccco3)ccc21	i	0%	0%	35%[activator]	i	16%	3%	-1%	34%[activator]	i	-22%
CC1CCN(C(=O)CSc2ccc3nnc(-c4cccc(F)c4)n3n2)CC1	x	0%	2%	1%	x	-7%	1%	-1%	x	x	x
c1ccc(N2CCN(c3ncnc4scc(-c5cccs5)c34)CC2)cc1	i	0%	-2%	-20%	i	-14%	u	1%	4%	i	-18%
O=C1C[C@H]2C(=O)[C@@H]1[C@@H](C(=O)O)[C@H]2C(=O)O	i	2%[11.4 µM]	1%[11.5 µM]	9%[11.4 µM]	i	-11%[11.4 µM]	12%[11.4 µM]	0%[11.5 µM]	x	i	-8%[11.5 µM]
O=C(NCCCN1CCOCC1)c1cc2c(s1)CCCC2	u	-1%	-3%	-29%	i	2%	15%	1%	-6%	u	-1%
COC(=O)C/C=C\[C@@H](C)[C@@H](/C=N\O[C@@H](C)CN1CCCCc2nc(C)c(C)cc21)OC	x	1%[11.4 µM]	0%[11.5 µM]	7%[11.4 µM]	x	x	u	-1%[11.5 µM]	x	x	13%[11.5 µM]
COc1ccc(-c2c(C#N)c(SCc3c(C)noc3C)nc3c2C(=O)CC(C)(C)C3)cc1	i	3%	1%	8%	i	3%	3%	-1%	3%	i	10%
CCc1cccc(C)c1NC(=O)CN1C(=O)c2ccccc2S1(=O)=O	x	-1%	0%	6%	x	-6%	9%	-2%	x	x	u
CCCS(=O)(=O)c1nc(S(=O)(=O)c2ccc(C)cc2)c(NCCN2CCOCC2)s1	x	0%	1%	6%[11.4 µM]	x	10%[11.4 µM]	10%[11.4 µM]	1%	1%[7.66 µM]	x	-14%
Cc1ccc(C(C(=O)NC2CCCC2)N(C(=O)c2csnn2)C2CCCC2)o1 (configuration not stated)	i	4%	0%	1%	i	11%	12%	1%	14%	i	-4%
CN1/C(=C/C(=O)c2nc(S(C)(=O)=O)ncc2Cl)C(C)(C)c2ccccc21	i	-43%	-14%	-24%	i	10µM*	-12%	-12%	3%	u	13%
O=C(NCCc1csc(-c2ccccc2)n1)c1cccs1	x	1%	4%	-15%	x	-1%	-3%	-5%	x	x	x
CCC1Oc2ccc(C)cc2N(CC(=O)NCCCN2CCN(Cc3ccccc3)CC2)C1=O (configuration not stated)	u	4%	-2%	8%	i	-12%	u	-2%	15%	i	-9%

An excerpt (hit frequency here may not be typical).
